MLL CXXC-DNA inh: inhibitors of human MLL CXXC domain-DNA interaction; Q03164; MLL-CXXC / FITC-HOXA9 DNA fluorescence polarization; Potency, µM (top dose mostly 115 µM), for inactives: at the highest dose activity change, negative = inhibition, actives largely listed as inhibitors; 290,000 compounds, 0.037% hits; AID 2662; active means well fitted inhibition curve with a large enough effect in the polarisation, with a control signal flat, not every such curve was filed as active; inconclusive means small, poorly fitted or top-dose-only effect, or effect the other way, or a change in a side signal; inactive means no such curve, though single readings can be large or run the other way; the % refers to the polarisation; further: potency means the concentration at half of the fitted maximal effect
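Fluorescence polarization: 7 uM MLL-CXXC (stock) preincubated 5 min with compounds, then 50 nM fluorescein-HOX-A9 DNA (stock) added; 30 min ambient. Buffer 50 mM Tris-HCl pH 7.5, 50 mM NaCl, 1 mM DTT, 0.05% BSA.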
TCR act: activators of T cell receptors | primary human leukocytes, anti-CD3, IL-2 HTRF, 48 h | Potency, µM (doses to about 9.22 µM), without a hit: at the highest dose activation of IL-2 secretion, usual class: activators | 330,000 tested, under 10 active | AID 504894; further: % of control where 0% means no effect
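Human primary leukocytes + a-CD3 beads + cpd, 48 hr; IL-2 in supernatant by HTRF (ex 320nm / em 665nm). No co-stimulatory signal supplied.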
a7 integrin act: integrin-mediated muscular dystrophy alleviation activation. alpha7betagal myoblasts, beta-gal FDG fluorescence, 48 h. Potency, µM (titrated, usually from 38.3 µM), for the others: at the highest dose activation, hits mostly activators. 350,000 compounds, 0.064% hits. AID 624291;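 further: potency means the concentration at half of the fitted maximal effect; 100% = response of the positive control SU9516; nearly all actives have a fitted effect of over 60% in size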
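alpha7betagal+/- myoblasts (passage 13, 250/well) treated 48 h at 37C with compounds at 1:260 dilution of DMSO stock. Lysed, then beta-galactosidase activity read as FDG fluorescence (ex 480/em 540) after 30 min, with pre-read for autofluorescence.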
TSG101-PTAP inh: blocks PTAP/TSG101 interaction to inhibit HIV-1 budding; Q99816; Fluorescence polarization, FITC-PTAP peptide / Tsg101 binding; Potency, µM (highest dose often 115 µM), for inactives: at the highest dose activity change, negative = inhibition, usual class: inhibitors; 340,000 tested, under 10 active; AID 493005; active means well fitted inhibition curve with a large enough effect in the main read-out, with a control signal flat, not every such curve was filed as active; inconclusive means small, poorly fitted or top-dose-only effect, or effect the other way, or a change in a side signal; inactive means no such curve, though single readings can be large or run the other way; further: potency means the concentration at half of the fitted maximal effect; % of control where 0% means no effect
Target sequence (Q99816 whole entry, looked up): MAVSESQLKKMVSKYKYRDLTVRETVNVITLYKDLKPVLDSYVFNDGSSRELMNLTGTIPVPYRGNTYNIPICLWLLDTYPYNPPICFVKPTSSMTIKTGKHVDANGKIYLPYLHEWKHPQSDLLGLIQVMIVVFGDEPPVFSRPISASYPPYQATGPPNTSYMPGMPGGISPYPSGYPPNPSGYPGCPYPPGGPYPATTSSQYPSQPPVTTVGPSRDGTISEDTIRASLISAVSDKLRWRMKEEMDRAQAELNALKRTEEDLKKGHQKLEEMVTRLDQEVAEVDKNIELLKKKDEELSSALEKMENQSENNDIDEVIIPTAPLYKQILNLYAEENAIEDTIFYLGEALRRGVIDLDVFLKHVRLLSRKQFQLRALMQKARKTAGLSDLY
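Steps: Tsg101 binding domain dispensed (10 uM final), compounds pinned in DMSO, FITC-labeled PTAP-motif peptide added (50 nM final); after 20 min binding at room temperature, polarization measured.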
S-ASM inh: human S-ASM enzyme inhibition; P17405; placental ASM, HMU-PC fluorogenic substrate, 60 min; Potency, µM (highest dose often 57.5 µM), inactives show top-dose activity change, negative = inhibition, hits mostly inhibitors; 340,000 compounds, 0.006% hits; AID 504937; further: potency means the concentration at half of the fitted maximal effect
Target sequence (P17405 47-631 limits assumed): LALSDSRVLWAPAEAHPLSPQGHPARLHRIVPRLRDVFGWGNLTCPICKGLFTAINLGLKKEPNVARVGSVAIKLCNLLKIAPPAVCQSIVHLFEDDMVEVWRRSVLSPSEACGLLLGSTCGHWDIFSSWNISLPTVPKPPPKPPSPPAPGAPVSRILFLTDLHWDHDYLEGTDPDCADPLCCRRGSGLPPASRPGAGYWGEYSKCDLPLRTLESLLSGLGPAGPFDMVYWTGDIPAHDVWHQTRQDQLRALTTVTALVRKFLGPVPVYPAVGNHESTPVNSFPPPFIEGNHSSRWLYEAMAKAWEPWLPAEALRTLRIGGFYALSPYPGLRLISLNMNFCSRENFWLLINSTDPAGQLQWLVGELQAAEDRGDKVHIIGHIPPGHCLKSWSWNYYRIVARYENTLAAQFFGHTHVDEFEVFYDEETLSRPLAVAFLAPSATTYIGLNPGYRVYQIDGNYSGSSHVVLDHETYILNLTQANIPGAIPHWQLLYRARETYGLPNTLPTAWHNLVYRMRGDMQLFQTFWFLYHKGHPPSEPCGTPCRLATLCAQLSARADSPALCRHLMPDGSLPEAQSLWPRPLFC
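Fluorogenic HMU-PC substrate (9 uM final) is turned over by placental ASM in 60 min at 37 C after a 10 min compound preincubation. Reaction ended by alkaline stop (pH 10), with fluorescence read at 386/447 nm.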
Mito fusion yeast: mitochondrial division inhibition or fusion activation. Potency, µM (doses to about 46.1 µM), for the others: top-dose growth rescue (activation), most hits filed as activators. 320,000 compounds, 0.23% hits. S. cerevisiae fusion-defective mutant growth rescue, CellTiterGlo 48 h;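 further: potency means the concentration at half of the fitted maximal effect; % of control where 0% means no effect; nearly all actives have a fitted effect of over 45% in size; temperature-sensitive fusion mutants such as fzo1-1 at 37 °C on non-fermentable ethanol glycerol medium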
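S. cerevisiae fusion-defective temperature-sensitive mutants (e.g. fzo1-1, mgm1-5) grown 48 h at 37C in YPEG (ethanol/glycerol non-fermentable) medium with 23 nl compound per well; growth rescue read as CellTiterGlo luminescence.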
MBNL1 CUG block: MBNL1-poly(CUG) RNA binding inhibition; Q9NR56; TR-FRET MBNL1-His/biotin-(CUG)12 binding, 665/545 ratio; Potency, µM (series often up to 57.5 µM), without a hit: at the top dose activity change, negative = inhibition, actives largely listed as inhibitors; 280,000 compounds, 0.036% hits; active means well fitted inhibition curve with a large enough effect in the signal ratio, with a control signal flat, not every such curve was filed as active; inconclusive means small, poorly fitted or top-dose-only effect, or effect the other way, or a change in a side signal; inactive means no such curve, though single readings can be large or run the other way; the % refers to the signal ratio; further: potency means the concentration at half of the fitted maximal effect; on the % scale 0 is the no-effect control and ±100 the full control effect
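Compound titration spanned 92 nM–58 uM against the MBNL1-His/biotin-(CUG)12 complex. After 60 min at room temperature with 5 nM streptavidin-XL665 and 0.055 ng/ul terbium anti-His, ratiometric 665/545 nm emission (Ex 340 nm) normalized to controls.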
AT treatment: potential ataxia-telangiectasia treatment. […] A-T fibroblasts, KAP-1 phosphorylation AlphaLISA; neocarzinostatin DNA damage 30 min before lysis. Potency, µM (top dose mostly 57.5 µM), without a hit: at the top dose activation, usual class: activators. 320,000 compounds, 0.19% hits. AID 485349; further: potency means the concentration at half of the fitted maximal effect; % of control where 0% means no effect; nearly all actives have a fitted effect of over 45% in size
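ATM-like activity read as KAP-1 phosphorylation via AlphaLISA donor/acceptor antibody pairs after lysis and 6 hr at 25C. Cells were ATM-null patient fibroblasts ([…], hTERT), dosed 60 min, then exposed to the DSB inducer NCS for 30 min.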
TSHR antag: human thyrotropin receptor antagonism. 330,000 compounds, 0.2% hits. activity change, negative = inhibition, % at 11.5 µM. TSHR-expressing cells, TSH-stimulated cAMP HTRF, 2 h; active compounds read low;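 active means activity change below a set negative limit, meaning inhibition stronger than a set level, cut at about -70% in these data; inconclusive means activity change between two set negative limits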; further: on the % scale 0 is the no-effect control and ±100 the full control effect
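Antagonism was scored as loss of TSH-driven cAMP in TSHR cells, stimulated with 4nM TSH (EC80) for 2 hours at 37 deg C and detected by homogeneous HTRF competition immunoassay.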
Menin-MLL TR inh: displaces Texas Red mutant MLL peptide from human menin; Menin + Texas Red MLL mutant peptide, fluorescence polarization; 270,000 compounds, 0.23% hits; Potency, µM (series often up to 61.6 µM), inactives show at the top dose FP activity change, negative = inhibition, most hits filed as inhibitors; active means well fitted inhibition curve with a large enough effect in the polarisation, with a control signal flat, not every such curve was filed as active; inconclusive means small, poorly fitted or top-dose-only effect, or effect the other way, or a change in a side signal; inactive means no such curve, though single readings can be large or run the other way; the % refers to the polarisation; further: potency means the concentration at half of the fitted maximal effect; % of control where 0% means no effect; many of its hits are not listed in these tables
An asterisk follows results filed as active; ? = inconclusive; / = not tested or not shown; [ ] = remark or other dose. Unless noted, the call rests on the fitted dose curve; in most records, active means well fitted curve in the direction sought with a large enough effect; inconclusive means small, poorly fitted or top-dose-only effect, or another doubt; inactive means no such curve, though single readings can be large; an effect the other way counts as inactive or inconclusive. Some of the compounds tested; count on the stated rates, not on these rows.

SMILES | MLL CXXC-DNA inh | TCR act | a7 integrin act | TSG101-PTAP inh | S-ASM inh | Mito fusion yeast | MBNL1 CUG block | AT treatment | TSHR antag | Menin-MLL TR inh
CCOc1ccc(CN(CC)C(=O)c2ccc3c(c2)[nH]c(=O)c(=O)n3CC)cc1OC | 18.8% | 0.8% | 0.0% | 0.5% | -3.3% | 2.3% | -2.5% | -1.9% | -6.6 | ?
O=[N+]([O-])c1cccnc1N1CCCCC1 | -3.2% | 2.7% | -2.7% | 0.0% | -2.8% | 2.1% | 7.5% | 1.0% | 41.8 | /
O=C(NCCCCCCNC(=O)C1CCCC1)C1CCCC1 | 7.0% | -10.7%[46.1 µM] | -11.6%[7.66 µM] | -5.1% | 1.7% | -0.8% | -2.8% | 0.2% | -7.0 | 6.3%
Cc1ccc(N2CCN(S(=O)(=O)c3ccc(Cl)s3)CC2C)cc1 (stereo not drawn) | -3.2% | -3.9% | -33.9% | -4.4% | / | -6.0% | -1.2% | 2.4% | -14.6 | /
C/C(=N/NC(=O)c1ccc(Br)o1)c1ccc(C)o1 | -13.0% | -2.4%[46.1 µM] | ? | 1.3% | 0.6% | 2.6% | ? | -1.3% | 24.5 | -22.2%
COc1ccc(NC(=O)C2CCCN(S(=O)(=O)c3ccc4c(c3)oc(=O)n4C)C2)cc1OC (stereo not drawn) | -3.2% | 1.1% | 37.0% | -4.1% | -2.7% | 1.2% | -2.2% | 9.7% | -8.5 | 1.4%
Cc1cc(N/N=C/c2ccccc2)nc(NCc2ccccc2)n1 | 11.6% | -4.7%[46.1 µM] | -43.0% | -4.8% | -12.4% | 0.9% | -3.7% | -0.7% | 1.9 | 0.7%
O=[N+]([O-])c1ccccc1CSc1nnc2ccccn12 | 7.5% | 2.9% | 0.0% | -1.1% | 1.4% | -1.9% | ? | 1.5% | 5.7 | 3.5%
COC(=O)c1cc2sccc2n1Cc1nc(-c2ccc(Cl)cc2)oc1C | 6.4% | / | 8.3% | -0.9% | -2.9% | -2.9% | 1.2% | -0.4% | 9.3 | 3.8%
Cc1cc(C)n(-c2cc(=O)n(C)c(=O)n2C)n1 | 2.2% | 5.7% | -9.0% | 0.2% | 0.8% | 4.7% | 3.7% | 4.4% | -7.0 | 16.8%
C[C@H](NC(N)=O)C(=O)N1CCN(S(=O)(=O)c2ccc3ccccc3c2)CC1 | 9.1% | -1.9% | -12.7% | -3.3% | 2.3% | -3.5% | 5.7% | 8.7% | 9.4 | 0.9%
O=C(O)c1cc(=O)c2c(OCC(O)COc3cccc4oc(C(=O)O)cc(=O)c34)cccc2o1 | 10.3% | -4.3% | / | -3.2% | -1.3% | -2.5% | 14.7% | 6.3% | 7.7 | ?
Cc1ccc(S(C)(=O)=O)cc1C(=O)Nc1ccc(S(=O)(=O)Nc2nccs2)cc1 | / | 9.1% | 8.0% | -2.9% | 0.4% | -8.0% | / | -5.3% | -6.4 | /
O=C(CSCc1ccc(Cl)cc1)Nc1ccc(Br)cc1C(=O)O | 2.1% | -1.6% | -22.9% | -6.5% | 25.8% | 9.0% | -3.2% | -6.9% | -16.3 | ?
O=C(COc1ccccc1[N+](=O)[O-])N/N=C/C=C/c1ccco1 | 26.4% | 4.3% | -5.2% | -1.3% | -1.7% | 0.3% | ? | 0.2% | -7.0 | ?
CCOC(=O)c1c(-c2ccc(C)o2)csc1NC(=O)CN1CCC(C(N)=O)CC1 | 3.8% | -5.9% | -34.4% | 0.6% | 4.8% | -2.0% | 22.9% | 1.2% | 9.5 | 8.0%
CCc1nc(SCC(=O)Nc2cccc(C(F)(F)F)c2)c2c(=O)n(C)c(=O)n(C)c2n1 | 2.9% | -0.1% | -12.9% | 5.8% | -15.5% | -8.6% | -0.6% | 3.8% | -1.2 | 11.6%
O=C(Nc1ccc(-c2nc3cc(Cl)ccc3o2)cc1)C1CCCO1 (stereo not drawn) | -0.8% | 4.9%[46.1 µM] | 8.5% | -2.7% | 3.0% | 15.8% | ? | / | -19.6 | -15.8%
O=C(Nc1ccc2c(c1)OCO2)c1c(F)cccc1F | -1.9% | -20.6% | -0.4% | -4.7% | 1.6% | 2.3% | 1.4% | 11.7% | -5.4 | -21.9%
Cc1ccccc1-c1ccc(C(=O)Nc2cccc(F)c2)o1 | -0.6% | -2.2% | 2.8% | -3.4% | -7.8% | ? | -19.6% | 0.6% | -9.4 | ?
O=C(OCCN1CCCCC1)c1cccc(Cl)c1 | -5.0% | / | -52.5%[inhibitor] | -3.0% | -6.0% | -1.7% | -4.6% | -30.6% | 20.6 | -0.8%
CS(=O)(=O)N(CC(=O)N1CCOCC1)c1cccc(Cl)c1Cl | -1.3% | -2.1% | 22.9% | 0.1% | -2.8% | -2.9% | -5.1% | -16.6% | 7.2 | 3.2%
CCOC(=O)Cc1nn(Cc2nc(-c3ccc(C#N)cc3)cs2)c(=O)c2ccccc12 | 0.8% | -0.3% | -1.1% | -6.2% | 1.2% | -8.2% | / | 15.1% | -19.7 | /
COC(=O)c1ccc(CN2C(=O)c3ccccc3C2=O)o1 | 8.1% | 7.3% | -6.7% | -1.5% | -0.7% | -0.9% | 2.8% | 1.5% | 7.7 | -10.1%
O=C(COC(=O)c1ncc(Cl)c(Cl)c1Cl)NC1CCCCCC1 | / | -8.3% | -20.7% | -6.1% | -1.0% | -0.7% | / | 1.3% | 56.3 | /
CCOC(=O)c1[nH]c2ccc(C(=O)OC)cc2c1C(=O)OCC | -2.8% | -5.5% | 1.9% | -0.5% | 11.7% | 2.3% | 9.9% | 6.1% | 22.4 | 0.7%
Cc1ccc(C(C(=O)NC2CCCCC2)N(C(=O)c2csnn2)C2CCCC2)o1 (stereo not drawn) | -3.2% | 3.6% | -2.0%[7.66 µM] | -5.2% | 1.6% | 10.1% | -9.7% | 1.4% | -8.7 | ?
O=C(Nc1cc(Cl)ccc1C(=O)O)c1ccc(CN2C(=O)c3ccccc3C2=O)cc1 | / | -0.9% | 15.0% | -9.7% | -2.0% | / | / | / | / | /
O=C(CN1CC[n+]2c(-c3ccccc3)csc21)c1ccc(Br)cc1 | -6.6% | -0.5% | -28.6% | 1.5% | -2.6% | 1.2% | 1.7% | -65.4%[inhibitor] | -6.3 | /
COc1cc(/C=N/NC(=S)NC(C)C)ccc1OCC(=O)Nc1c(C)cc(C)cc1C | -7.1% | -0.6%[46.1 µM] | -6.6% | -0.9% | -3.5% | -12.4% | 3.3% | / | 2.9 | 5.6%
O=C(CS(=O)(=O)c1cn(Cc2ccc(F)cc2)c2ccccc12)N1CCOCC1 | 5.1% | -4.0% | -17.9% | 0.9% | -0.2% | -0.2% | -1.9% | 2.8% | 3.9 | -6.1%
O=C(CCNS(=O)(=O)c1cccc2nsnc12)Nc1ccc2c(c1)OCCO2 | -14.7% | -7.5% | 9.2% | -7.1% | -2.7% | -1.0% | ? | 0.1% | -5.5 | /
O=C(C1CCCN(c2ncnc3c2nc2n3CCCCC2)C1)N1CCN(c2ccccc2F)CC1 (stereo not drawn) | 6.4% | 1.1% | -1.9% | -4.2% | -0.1% | 19.2% | -7.9% | 13.1% | 11.8 | /
Cc1ccc(NC(=S)NCCC(c2ccccc2)c2ccccc2)c(C)c1 | 14.3% | -1.0% | -50.6%[inhibitor] | -1.9% | -2.5% | 14.1% | -4.3% | 4.9% | -3.7 | 6.3%
CCOc1ccc(C(=O)CC(NCc2cccs2)C(=O)O)cc1 (stereo not drawn) | 13.3% | -1.2% | -52.9%[inhibitor] | 0.8% | -1.3% | -1.7% | 9.6% | 14.0% | 16.5 | -20.9%
O=S(=O)(NCc1ccc(Cl)cc1)c1cnc[nH]1 | 2.6% | -1.7% | 20.6% | -3.3% | -0.7% | -6.7% | -6.7% | / | -3.1 | -25.2%
COc1ccc(C2/C(=C(/O)c3ccc(C)cc3)C(=O)C(=O)N2CC2CCCO2)cc1OC (stereo not drawn) | -4.4% | / | 2.1% | -4.1% | -0.8% | -2.3% | 1.6% | 0.5% | 10.7 | 5.1%
NC(=O)c1ccc(NC(=O)COC(=O)c2c3c(nc4ccccc24)/C(=C\c2cccs2)CCC3)cc1 | 9.0% | -10.0%[46.1 µM] | 0.0% | 1.0% | 39.0% | -9.3% | 30.1%[activator] | 9.1% | -6.9 | ?

Screening results deposited in PubChem BioAssay by National Center for Advancing Translational Sciences (NCATS).
